AID inh – Primary qHTS assay for inhibitors of Activation Induced Cytidine Deaminase (AID): AID signal; AID deamination FRET fluorescence, UDG-coupled, 4 h; hit rate 0.32% among 91,000; Single-stranded DNA cytosine deaminase (Homo sapiens), Q9GZX7; Potency, µM (doses to about 115 µM), inactives show at the top dose activity change, negative = inhibition, most hits filed as inhibitors; AID 1347428, 2020; further: nearly all actives have a fitted effect of over 25% in size
Target sequence (Q9GZX7 whole entry, looked up): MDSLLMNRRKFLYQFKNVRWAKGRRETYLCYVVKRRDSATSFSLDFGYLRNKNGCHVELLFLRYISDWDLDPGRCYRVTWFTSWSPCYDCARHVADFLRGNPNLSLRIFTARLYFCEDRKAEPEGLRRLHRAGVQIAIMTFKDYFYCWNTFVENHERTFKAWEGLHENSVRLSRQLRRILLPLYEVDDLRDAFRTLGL
UDG counterscr – Primary qHTS assay for inhibitors of Activation Induced Cytidine Deaminase (AID): UDG Counterscreen signal; FRET deamination/UDG coupled assay, UDG read, 4 h; AID 1347430, 2020; hit rate 0.14% among 91,000; Uracil-DNA glycosylase; Potency, µM (doses to about 115 µM), without a hit: top-dose activity change, negative = inhibition, most hits filed as inhibitors; further: nearly all actives have a fitted effect of over 65% in size
* marks the source's active call; other numbers are inactive results; ? = inconclusive; [ ] = dose if it differs, or a comment. The call rests on the fitted dose curve; in most records, active means well fitted curve in the direction sought with a large enough effect; inconclusive means small, poorly fitted or top-dose-only effect, or another doubt; inactive means no such curve, though single readings can be large; an effect the other way counts as inactive or inconclusive. On the % scale 0 is the no-effect control and ±100 the full control effect; potency means the concentration at half of the fitted maximal effect. These rows are one share of the data; count on the stated rates, not on these rows.

mol | AID inh | UDG counterscr
COC(=O)CC(=O)CSc1nc2cc(C(=O)NCC(C)C)ccc2c(=O)n1CCc1ccccc1 | -8.6% | 7.1%
Cn1c(=O)c2c(ncn2CC(=O)NCc2ccco2)n(C)c1=O | 4.5% | 0.0%
Cc1c(C(=O)N2CCCCCC2)c(S(=O)(=O)NCc2ccc(Br)cc2)c(C)n1C | -15.7% | -6.0%
CC(C)c1ccc(CNC(C)(C)CO)cc1 | -1.7% | 1.0%
O=C(c1n[nH]c(=O)c2ccccc12)N1CCc2sccc2C1 | -7.3% | 1.8%
C=CCNCc1ccsc1 | -1.9% | -10.9%
Cc1ccccc1C(=O)NCc1ccc2c(c1)CCN2C(=O)c1ccc(F)cc1 | 5.2% | 20.7%
COC(=O)CC1C(=O)NCCN1S(=O)(=O)c1ccc(Cl)cc1C(F)(F)F (configuration not stated) | 2.5% | -1.9%
Cc1cccc(NC(=O)CN(C)C(=O)Cc2ccc3ccccc3c2)c1C | -12.2% | -6.7%
CCN(Cc1cccs1)C(=O)c1[nH]c2c(c1C)C(=O)CCC2 | 13.9% | 10.8%
CCOC(=O)C1=CNc2nncn2C1(O)C(F)(F)F (configuration not stated) | -3.6% | -0.9%
Cc1cc2oc(=O)cc(CN(C)CCO)c2cc1C | -4.5% | -12.9%

(continued)
mol | AID inh | UDG counterscr
Cc1ccccc1OC(=O)C(c1ccccc1)c1ccccc1 | -8.4% | -9.1%
CCCOC(=O)c1ccc(Nc2nc(C(=O)OCC)nc3ccccc23)cc1 | -5.3% | -1.9%
Cc1nn(C(C)(C)C)c(OC(=O)C(C)(C)C)c1Sc1ccccc1 | -11.4% | ?
CCNC(=O)CC1C(=O)N(c2ccc(C)cc2)C(=O)N1CCOC (configuration not stated) | 0.0% | -1.2%
CC(C)N(C(=O)c1ccc(I)cc1)C(C)C | 1.6% | 6.2%
CCCCCCCCS(=O)(=O)CCSC(=N)N | -6.0% | 7.1%
CCOC(=O)CN(CC(=O)NC(=O)NC)CC(C)C | -1.7% | 6.1%
Oc1c(C(c2ccc(Cl)cc2Cl)N2CCN(c3ccccc3)CC2)sc2nc(-c3ccco3)nn12 (configuration not stated) | -3.6% | 2.9%
O=c1[nH]c2ccc(S(=O)(=O)Nc3c(NC4CCCCC4)c4ccccc4oc3=O)cc2o1 | -9.0% | 5.1%
COc1ccc(-c2cc(NCc3ccc(F)cc3)n3cnnc3n2)cc1 | -4.5% | 0.6%
COc1ccc(NC(=O)CCn2nc(-c3ccc(Cl)cc3)c3ccccc3c2=O)cc1 | 13.6% | 36.6%[activator]
O=C(CCc1cccnc1)NCCc1c[nH]c2ccccc12 | 0.4% | -1.7%

Next part
mol | AID inh | UDG counterscr
Cc1ccc(S(=O)(=O)N2CCN(CCNC(=O)COc3ccc(C(C)C)cc3)CC2)cc1 | 26.3% | -10.4%
CCc1cc(C)nc(C)c1O | 5.2% | -4.5%
CCN(CC)C(=O)Cn1c(=O)n(Cc2ccc(C(=O)NCc3ccccc3Cl)cc2)c(=O)c2ccccc21 | -0.3% | -12.7%
CC(C)c1cnc2c(c1SCC(=O)Nc1ccccc1C(F)(F)F)c(=O)n(C)c(=O)n2C | -2.7% | -3.6%[57.5 µM]
O=C(O)c1cc(Nc2nc(-c3ccccc3)cs2)ccc1O | ? | 10.6%
O=C(NC12CC3CC(CC(C3)C1)C2)c1ccc(Cl)cc1 | -8.0% | 2.7%
COc1ccc(-c2cn3cccnc3n2)cc1NC(=O)Cc1ccccc1 | 43.4%[activator] | 2.8%[57.5 µM]
CCc1cnc2c(c1SCC(=O)Nc1ccccc1C)c(=O)n(C)c(=O)n2C | -12.9% | 28.4%
CS(=O)(=O)N(CC(=O)Nc1ccccc1C(=O)NCC1CCCO1)c1ccc(F)c(F)c1 (configuration not stated) | 0.8% | -0.2%
Cc1ccc(NC(=O)CSc2nc3c(c(=O)[nH]2)CCC3)cc1 | -5.2% | -1.5%
CCn1cc(C(=O)NCCc2ccc(OC)c(OC)c2)c(=O)c2cc(S(=O)(=O)N3CCCCCC3)ccc21 | -11.2% | -14.8%
CCn1cc2nc(SCc3c(F)cccc3Cl)n(CCc3ccccc3)c(=O)c2n1 | ? | -16.0%

Remaining list, next part
mol | AID inh | UDG counterscr
COc1ccc(Nc2nc(Nc3cc(C)ccc3C)c3nccnc3n2)cc1Cl | -4.4% | 2.0%
CN1CCC(=C2c3ccccc3C=Cc3ccccc32)CC1 | -14.1% | -7.7%
Cc1nnc2c(N3CCN(c4ccccc4F)CC3)nc3ccccc3n12 | 11.9% | -0.7%
CC(C)(C)OC(=O)N1CCC(c2c(C(=O)NCCN3CCC(Cc4ccccc4)CC3)cnn2-c2cccc(Cl)c2)CC1 | ? | -15.4%
Cc1ccc(OC(C)c2nc(-c3ccc(Br)o3)no2)cc1C (configuration not stated) | -3.7% | -5.3%
CCc1nn(CC(=O)N2CCC(C)CC2)c(=O)c2cc3occc3n12 | -5.9% | -10.5%
COc1ccc(CN(C(=O)c2ccc(C#N)cc2)C(C)C2CC2)cc1 (configuration not stated) | -9.7% | -12.7%
O=C(CSc1ccc2c(c1)OCCCO2)c1ccc(NC(=O)c2ccccc2)cc1 | -3.0% | -1.0%
CCn1nc(-c2ccc(C)c(S(=O)(=O)NCc3ccccc3)c2)c2c(c1=O)CCCC2 | -14.6% | -7.8%
N#Cc1ccc(/C=N/Nc2ccc(F)cc2)cc1 | -17.4% | -10.5%
O=C(CSc1nc(C2CC2)nc2ccccc12)NC1CCCC1 | -10.3% | -5.3%
COC(=O)c1cc(NC(=O)c2ccc3c(c2)N(Cc2cccc(Cl)c2)C(=O)c2ccccc2S3=O)cc(C(=O)OC)c1 (configuration not stated) | ? | -11.1%

(continued)
mol | AID inh | UDG counterscr
Cc1ccc(CNC(=O)CCCn2c(=O)c3ccccc3n(CC(=O)Nc3ccc(C)cc3)c2=O)cc1 | -1.1% | -5.5%
O=C(c1ccc(F)cc1)N1CCC(c2nc3ccccc3s2)CC1 | -2.8%[57.5 µM] | -19.4%[57.5 µM]
CSc1ccccc1N=Cc1ccc(Cl)c(Cl)c1 | -14.2% | 6.2%
COc1ccccc1-n1nc(-c2ccccc2)c2cnc3cc(C(F)(F)F)ccc3c21 | 15.9% | 10.6%
N#Cc1ccc(CN2CCCc3ccccc32)cc1 | -6.5% | -7.9%
COc1ccc(NC(=O)C2CCCN(S(=O)(=O)c3ccc4c(c3)CCCC(=O)N4)C2)c(OC)c1 (configuration not stated) | -7.6% | 10.4%
CCOC(=O)c1ccc(Nc2c(-c3ccc(O)c(OC)c3)nc3nc[nH]n23)cc1 | 2.6% | -0.2%
O=C(CCCOc1ccc(Cl)cc1Cl)OCC(=O)c1ccccc1 | -3.8% | -12.8%
CCCC(=O)Nc1cccc(-c2nc3ncccc3o2)c1 | -2.0% | ?
CC(C)c1ccc(NC(=O)C(Cc2ccccc2)NS(=O)(=O)c2ccc3c(c2)oc(=O)n3C)cc1 (configuration not stated) | 2.5% | 5.4%
O=C(CSc1nc2c([nH]c3ccccc32)c(=O)n1-c1ccccc1)Nc1cccc(C(F)(F)F)c1 | -10.0% | 0.9%[57.5 µM]
c1coc(-c2nnc(CSc3ccc4c(c3)OCCCO4)o2)c1 | -2.2% | -5.4%

Further results follow.
mol | AID inh | UDG counterscr
C=CC[N+](C)(C)CC(=O)c1ccccc1 | 7.0% | 5.5%
COc1ccc(NC(=O)Cn2c(=O)n(Cc3ccccc3Cl)c(=O)c3cc(OC)c(OC)cc32)cc1 | -13.4% | -11.6%
Cc1cccn2c(=O)c(/C=C(\C#N)c3nc4ccccc4[nH]3)c(Oc3ccc(C(C)(C)C)cc3)nc12 | 67.8%[activator][57.5 µM] | 3.4%[57.5 µM]
CCn1c(COc2cccc(C)c2)nc2ccccc21 | -13.3% | 4.7%
CCC(C)NC(=O)c1cc(-c2cccnc2)nc2ccccc12 (configuration not stated) | 1.7% | 2.2%
O=S(=O)(NCCO)c1cc(Br)ccc1Br | 5.3% | 12.2%
CCc1c(C(=O)Nc2sc(C)c(C)c2C#N)csc1C | 21.3% | -3.4%
CC[N+](CC)(CC)CC(=O)Nc1c(C)cccc1C | 3.4% | -3.2%
COCCn1c(C)cc(O)c(C(c2ccccc2Cl)N2CCN(c3ccccc3)CC2)c1=O (configuration not stated) | 8.8% | 26.3%
CC(=O)c1ccc(NC(=O)c2nc(-c3ccc(Cl)cc3)n3c2CCCCC3)cc1 | 20.0%[57.5 µM] | -3.9%[57.5 µM]
COc1cccc(-n2c(C)nc3cc(C(=O)O)ccc32)c1 | 6.9% | 0.1%
CCN(CC)CCNC(=O)c1cc2c(=O)oc3ccc(C)cc3c2s1 | ? | -9.1%

Remaining list, next part:
mol | AID inh | UDG counterscr
CSc1ccc(C(C)NC(=O)c2cccc(F)c2)cc1 (configuration not stated) | -1.4% | 0.6%
COc1ccc(Cl)cc1NC(=O)Nc1nnc(N(C)C2CCCCC2)s1 | 1.8% | -1.4%
COc1ccc(-c2c(C)c3ccc(O)c(CN4CCOCC4)c3oc2=O)cc1 | 8.7% | 3.1%
CNC(=O)NC(=O)C(C)NC(C)c1ccc(Cl)cc1 (configuration not stated) | -1.2% | -9.4%
CCCCc1ccc(-c2ccc(C3CCC(CC)CC3)cc2)nc1 (configuration not stated) | -3.5% | -3.2%
O=C(CC(c1cccs1)N1Cc2ccccc2C1=O)Nc1ccc(Cl)cc1 (configuration not stated) | 11.5% | -5.8%[57.5 µM]
Cc1cccc(CCNC(=O)c2cc(S(=O)(=O)N3CCCCC3)c[nH]2)c1 | 1.2% | 11.0%
CCn1cc(C(=O)NCc2ccccc2OC)c(=O)c2cc(S(=O)(=O)N3CCCCCC3)ccc21 | -26.4% | -17.1%
COc1cc2c(cc1OC)C(=O)C(Sc1nnc(-c3cccc(Cl)c3)o1)C2 (configuration not stated) | 25.6% | 7.5%
CC(NC(=O)CC(C)(C(=O)O)c1ccccc1)c1ccc(Cl)c(Cl)c1 (configuration not stated) | 0.2% | 3.4%
Cc1cc(N)ccc1-c1ccc(N)cc1C | 90.5%[activator] | -22.7%
COc1cc(OC)c(NC2=NS(=O)(=O)C(c3ccc(C)c(C)c3)=C2C)cc1Cl | 12.7% | 0.9%

(listing goes on)
mol | AID inh | UDG counterscr
Nc1ccc2oc(Cc3ccc(Cl)cc3)nc2c1 | ? | -17.1%
Cc1ccc(SC(C(=O)c2ccccc2)C(=O)c2ccccc2)cc1 | -7.2% | 8.3%
CCc1nnc(SCc2c(F)cccc2Cl)c2cc3sccc3n12 | 0.5% | 5.5%
Cn1ccnc1C(NCC(O)COCc1cccs1)c1ccccc1 (configuration not stated) | -4.8% | 0.5%
O=C(c1cc2ccccc2oc1=O)N1CCCN(Cc2ccccc2)CC1 | -0.5% | -1.4%
Cn1c(=O)[nH]c(=O)c2c1nc(N1CCN(CC(N)=O)CC1)n2Cc1ccc(Cl)cc1 | -1.6% | 0.9%
O=C(c1ccccc1)N1CCCC(c2nc3c(nnn3Cc3ccc(F)cc3F)c(=O)[nH]2)C1 (configuration not stated) | -17.3% | 33.1%[activator]
CC(C)(CNC(=O)C(Cl)(Cl)Cl)CNC(=O)C(Cl)(Cl)Cl | -13.5% | -18.2%
CCCCNCc1ccc(C)s1 | 1.8% | -5.5%
CCOc1ccc(CCNC(=O)CSc2cc(=O)n(C)c3ccc(Cl)cc23)cc1OCC | ? | -19.8%
O=C1c2ccccc2NC(c2cccc(Cl)c2)N1CCCN1CCOCC1 (configuration not stated) | -0.7% | -4.4%
CCc1cccc(CC)c1NC(=O)CN(C)S(=O)(=O)c1ccc2c(c1)n(C)c(=O)c(=O)n2C | -11.3% | 3.6%

Brought forward from above: six entries, then new ones.
mol | AID inh | UDG counterscr
O=C(c1ccccc1)N1CCCC(c2nc3c(nnn3Cc3ccc(F)cc3F)c(=O)[nH]2)C1 (configuration not stated) | -17.3% | 33.1%[activator]
CC(C)(CNC(=O)C(Cl)(Cl)Cl)CNC(=O)C(Cl)(Cl)Cl | -13.5% | -18.2%
CCCCNCc1ccc(C)s1 | 1.8% | -5.5%
CCOc1ccc(CCNC(=O)CSc2cc(=O)n(C)c3ccc(Cl)cc23)cc1OCC | ? | -19.8%
O=C1c2ccccc2NC(c2cccc(Cl)c2)N1CCCN1CCOCC1 (configuration not stated) | -0.7% | -4.4%
CCc1cccc(CC)c1NC(=O)CN(C)S(=O)(=O)c1ccc2c(c1)n(C)c(=O)c(=O)n2C | -11.3% | 3.6%
CCN(CC)CCCNC(=O)c1c(C)oc2ncnc(N3CCOCC3)c12 | -10.2% | -4.2%
Cc1cccc(N2CCN(C(=O)NCc3noc4ccccc34)CC2)c1C | -17.0% | -15.1%
Cc1cc(C)cc(NC(=O)C(C)N2Cc3ccccc3C2=O)c1 (configuration not stated) | -19.7% | 0.0%
CCCCCCNc1nc2c(c(=O)n(C)c(=O)n2C)n1CCC | -4.0% | 5.8%
COc1ccccc1-c1cc(C(F)(F)F)nc(S(=O)(=O)CCCC(=O)Nc2cc(Br)ccc2O)n1 | 13.1% | 1.6%
COc1ccc(CNC(=O)CN(C)S(=O)(=O)c2ccc3[nH]c4c(c3c2)CCCC4)cc1 | 23.0% | -23.1%[57.5 µM]
CCCCC(CC)Cn1c(Oc2ccccc2)nc2c1c(=O)n(C)c(=O)n2C (configuration not stated) | ? | -21.3%
Cc1ccc2[nH]c(=O)c(CN(C)C(=O)c3cccc(Cl)c3)cc2c1 | -6.3% | -3.7%
COc1ccc(-c2nsc(NC(=O)COc3ccccc3OC)n2)cc1 | 20.0% | 4.4%[57.5 µM]
